# LAP4-GFP MLPCN – alters LAP4-GFP fluorescence in TOR pathway yeast screen. S. cerevisiae LAP4-GFP multiplex, flow cytometry GFP, 3 h; median GFP as percent of DMSO wells. GFP response vs DMSO, % at 10 µM. 320,000 compounds, 0.34% hits;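 active = GFP response vs DMSO above a set limit, about the screen mean plus 3 SD, cut at about 150% in these data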
# MEP2 TOR yeast – yeast TOR pathway MEP2-GFP modulation; S. cerevisiae MEP2-GFP strain, flow cytometry GFP, 3 h; 100% = DMSO control level; GFP response vs DMSO, % at 10 µM; 330,000 compounds, 0.51% hits; AID 2016;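 active = GFP response versus DMSO above a set limit, roughly screen mean plus 3 SD, cut at about 180% in these data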;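 note: median GFP fluorescence of the barcode-gated MEP2-GFP cells per well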
# AHR activator – human AHR activation | activation, % at 5 µM | AHR-responsive luciferase reporter cells, luminescence | P35869 | 320,000 compounds, 2.5% hits | AID 2796; in the data active = activation above about 47%;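 note: 0% = vehicle wells and 100% = reference agonist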
# Target sequence (P35869 whole entry, looked up): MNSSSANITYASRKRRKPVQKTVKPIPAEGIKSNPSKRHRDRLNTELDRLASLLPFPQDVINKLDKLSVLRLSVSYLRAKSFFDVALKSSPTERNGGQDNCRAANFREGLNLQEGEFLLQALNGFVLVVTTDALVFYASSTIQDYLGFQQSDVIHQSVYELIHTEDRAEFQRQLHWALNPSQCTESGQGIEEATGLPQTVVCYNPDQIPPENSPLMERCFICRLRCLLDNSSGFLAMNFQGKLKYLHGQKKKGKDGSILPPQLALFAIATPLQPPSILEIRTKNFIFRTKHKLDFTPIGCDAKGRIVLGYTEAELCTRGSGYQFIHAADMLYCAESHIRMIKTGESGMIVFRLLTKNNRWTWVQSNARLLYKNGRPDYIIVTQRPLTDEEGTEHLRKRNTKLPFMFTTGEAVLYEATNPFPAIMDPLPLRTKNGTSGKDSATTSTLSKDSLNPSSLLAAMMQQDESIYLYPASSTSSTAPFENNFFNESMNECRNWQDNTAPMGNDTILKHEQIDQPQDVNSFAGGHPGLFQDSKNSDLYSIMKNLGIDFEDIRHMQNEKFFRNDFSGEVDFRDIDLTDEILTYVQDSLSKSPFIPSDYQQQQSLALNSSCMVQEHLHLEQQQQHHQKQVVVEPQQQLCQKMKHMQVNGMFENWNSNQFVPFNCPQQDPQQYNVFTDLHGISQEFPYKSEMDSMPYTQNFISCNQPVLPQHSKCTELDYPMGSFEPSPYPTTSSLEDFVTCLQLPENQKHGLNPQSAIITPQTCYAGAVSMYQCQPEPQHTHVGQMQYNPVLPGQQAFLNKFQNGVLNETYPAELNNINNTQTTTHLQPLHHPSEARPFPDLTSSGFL
# CR mimetic SO – yeast age-related superoxide inhibition as caloric restriction mimetic; S. cerevisiae aged cells, superoxide DHE fluorescence; active compounds read low; superoxide response (% of plate mean), % at 10 µM; 330,000 compounds, 0.18% hits; AID 2690;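 active = superoxide response under a set limit, about three screen SD below normal, cut at about 65% in these data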;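 note: yeast aged for seven days with compound at 30 °C before DHE staining; 100% = average MFI of all compound-treated wells on the plate with controls excluded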
# CIT2-GFP yeast – modulators of TOR pathway CIT2-GFP in S. cerevisiae. S. cerevisiae CIT2-GFP strain, flow cytometry, 3 h; 100 means same as DMSO wells. 320,000 compounds, 0.065% hits. GFP response vs DMSO, % at 10 µM;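 active = GFP response relative to DMSO above a set limit, near the screen mean plus 3 SD, cut at about 150% in these data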;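 note: ratio of well median GFP fluorescence to mean of DMSO wells on the plate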
# RPL19A TOR yeast – alters RPL19A-GFP fluorescence in TOR pathway yeast screen | percent response vs DMSO, % at 10 µM | 330,000 compounds, 0.3% hits | S. cerevisiae RPL19A-GFP strain, flow cytometry, 3 h; active compounds read low | AID 2025;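 active = percent response vs DMSO below 50%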;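 note: median channel GFP fluorescence of the barcoded RPL19A-GFP strain; ratio of sample median GFP to plate DMSO average so 100% = DMSO; lower means less RPL19A-GFP as with rapamycin TOR inhibition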
# AGP1 TOR yeast – yeast TOR pathway AGP1-GFP modulation; S. cerevisiae AGP1-GFP multiplex flow cytometry, 3 h; GFP as percent of DMSO wells; AID 2066; GFP response vs DMSO, % at 10 µM; 320,000 compounds, 0.02% hits;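 active = GFP response relative to DMSO above a set limit, near screen average plus 3 SD, cut at about 150% in these data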;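 note: median GFP channel fluorescence of the gated AGP1 strain per well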
# Efflux pump inh – inhibitors of Candida antifungal efflux pumps expressed in yeast. S. cerevisiae Candida pump triplex, Nile Red efflux. inhibition, % at 10 µM. 330,000 compounds, 0.44% hits. AID 485275;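 active = plate passing quality check with inhibition over a set limit, or well fluorescence over plate mean plus 4 SD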;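 note: Nile Red retained in pooled yeast measured as flow cytometry median fluorescence; 0% = buffer negative control and 100% = Enniatin B positive control; higher means more Nile Red kept so more efflux inhibition; some compounds called inactive have numbers as strong as hits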
# The depositor's hits bear a star; · = no result given.
# Keys: A = LAP4-GFP MLPCN; B = MEP2 TOR yeast; C = AHR activator; D = CR mimetic SO; E = CIT2-GFP yeast; F = RPL19A TOR yeast; G = AGP1 TOR yeast; H = Efflux pump inh
COc1ccc(N(C(=O)C(C)C)S(=O)(=O)c2ccc3c(c2)n(C)c(=O)n3C)cc1
  A: 90	B: 95	C: -1	D: 95	E: 89	F: 92	G: 88	H: 0.1
CCOc1cc(NC(=O)C2CC2)c(OCC)cc1NC(=O)CCn1nnc2ccccc21
  A: 88	B: 100	C: 5	D: 101	E: 96	F: 100	G: 91	H: 0.2
COc1ccc(-n2c(Cc3cccn3C)nnc2SCC(=O)NCc2ccc(F)cc2)cc1
  A: 99	B: 102	C: 2	D: 101	E: 101	F: 101	G: 106	H: -0.1
CN(CCC#N)CC(=O)Nc1ccc(NC(=O)CN(C)CCC#N)cc1
  A: 100	B: 106	C: -1	D: 90	E: 106	F: 100	G: 106	H: -0.1
CCOC(=O)C1=C(N)Oc2cc(O)ccc2C1c1ccc(Br)cc1 (stereo not drawn)
  A: 83	B: 93	C: 1	D: 99	E: 98	F: 96	G: 90	H: -0.2
O=C(NCCc1ccccc1)c1ccc(Cl)nc1
  A: 91	B: 86	C: 2	D: 102	E: 78	F: 91	G: 90	H: 0.0
Cc1ccc(C)c(N2CCN(C(=O)c3cccn4c(=O)c5sccc5nc34)CC2)c1
  A: 108	B: 104	C: 1	D: 93	E: 102	F: 100	G: 96	H: 0.3
Cc1nn(CC(=O)NCc2ccccc2F)c(C)c1[N+](=O)[O-]
  A: 91	B: 106	C: 1	D: 108	E: 109	F: 107	G: 108	H: 0.0
CCOC(=O)N1CCN(c2c(NCc3ccc(Cl)cc3)c(=O)c2=O)CC1
  A: 94	B: 105	C: 3	D: 94	E: 102	F: 98	G: 104	H: 0.1
CCOC(=O)c1cccc(NC(=O)CSc2nnc(CNc3ccc(C)cc3)n2CC)c1
  A: 105	B: 103	C: 18	D: 103	E: 85	F: 97	G: 87	H: 0.1
NC(=S)c1ncc(C(F)(F)F)cc1Cl
  A: 112	B: 103	C: 1	D: 88	E: 104	F: 102	G: 107	H: 0.0
CCN=C1SC(CC(=O)Nc2ccc(N3CCOCC3)cc2)C(=O)N1CC (stereo not drawn)
  A: 97	B: 102	C: 4	D: 111	E: 101	F: 95	G: 85	H: 0.1
COc1ccc(OCc2nnc(SC3CCOC3=O)n2-c2ccccc2)cc1 (stereo not drawn)
  A: 98	B: 100	C: 1	D: 94	E: 103	F: 100	G: 100	H: 0.0
Cc1ccc(NC(=S)N2CCCCCC2)c(C)c1
  A: 86	B: 103	C: 1	D: 91	E: 96	F: 111	G: 95	H: 0.1
Cc1csc(NC(=O)CSc2nnc(-c3ccccc3)o2)n1
  A: 104	B: 102	C: 6	D: 106	E: 95	F: 103	G: 102	H: 0.0
CCNc1nc(OCCNC(C)=O)nc(N(C)C)n1
  A: 97	B: 95	C: 3	D: 100	E: 92	F: 98	G: 95	H: 0.1
Cc1ccc(N(CC(=O)NCc2ccco2)C(=O)CCC(=O)Nc2ccccn2)cc1C
  A: 97	B: 97	C: 6	D: 94	E: 100	F: 100	G: 102	H: 0.3
Cc1cccc(C(=O)N2CCC(n3nnc4cc(F)ccc43)CC2)c1
  A: 98	B: 111	C: -6	D: 94	E: 90	F: 92	G: 98	H: -0.1
Cn1c(SCC(=O)NC(C)(C)C)nnc1-c1cccc(NC(=O)c2ccccc2F)c1
  A: 102	B: 100	C: 1	D: 102	E: 95	F: 98	G: 97	H: 0.1
Oc1ccccc1-c1nc(NCc2cccnc2)c2ccccc2n1
  A: 116	B: 97	C: 7	D: 96	E: 85	F: 97	G: 100	H: -0.1
Clc1ccc2[nH]cc(-c3nnnn3-c3ccc4ccccc4c3)c2c1
  A: 111	B: 108	C: 4	D: 104	E: 103	F: 107	G: 108	H: 0.1
COc1ccc(/C(O)=C/c2nc3ccccc3n(-c3ccccc3)c2=O)cc1
  A: 99	B: 102	C: -7	D: 102	E: 99	F: 98	G: 98	H: -0.2
COc1cccc(NC(=O)CN(C)C(=O)c2cc3c(s2)CCC(C)C3)c1 (stereo not drawn)
  A: 106	B: 102	C: 1	D: 106	E: 97	F: 94	G: 100	H: 0.1
CCn1c(C)cc(O)c(C(=O)Nc2cccc(Cl)c2)c1=O
  A: 108	B: 110	C: 9	D: 94	E: 106	F: 106	G: 106	H: -0.1
O=C(O)CCC(=O)NCc1ccc(C(=O)O)cc1
  A: 90	B: 100	C: 1	D: 80	E: ·	F: 101	G: 104	H: -0.1
CC1CC(C)CN(C(=O)COC(=O)c2cc(S(=O)(=O)N3CCOCC3)ccc2F)C1 (stereo not drawn)
  A: 108	B: 97	C: -2	D: 84	E: 99	F: 97	G: 105	H: -0.1
Cc1ccc(-c2cc(C(=O)N3CCC(C)CC3)c3ccccc3n2)cc1
  A: 92	B: 99	C: ·	D: 107	E: 84	F: 108	G: 79	H: 0.1
Cc1ccccc1NC(=O)N(C(C)C)C(C)C
  A: 91	B: 98	C: -1	D: 87	E: 98	F: 95	G: 97	H: -0.2
O=C(NCc1ccccc1)N1CCC(Cc2ccccc2)CC1
  A: 86	B: 96	C: -1	D: 99	E: 92	F: 95	G: 90	H: -0.2
COc1cccc(Nc2nc3ccccc3nc2-n2nc(C)cc2C)c1
  A: 106	B: 102	C: 6	D: 120	E: 93	F: 100	G: 100	H: 0.8
Cc1ccc(C(=O)N2CCC3(CC2)Oc2ccc(F)cc2C(=O)C32CC(c3ccc(Cl)cc3)=NO2)s1 (stereo not drawn)
  A: 93	B: 93	C: 0	D: 92	E: 89	F: 96	G: 96	H: 0.3
CCOc1ccccc1-c1nc2c([nH]1)c(=O)n(C)c(=O)n2C
  A: 105	B: 93	C: 43	D: 97	E: 92	F: 96	G: 90	H: 0.1
CCCCNC(=O)COC(=O)c1cc(Br)ccc1Cl
  A: 98	B: 103	C: -2	D: 104	E: 94	F: 103	G: 97	H: -0.2
CC(C)(C)c1ccc(OCC(=O)NC2CCS(=O)(=O)C2)cc1 (stereo not drawn)
  A: 99	B: 100	C: 11	D: 93	E: 106	F: ·	G: 100	H: 0.2
CCCCN(Cc1ccc(C(=O)N[C@H](C(=O)O)C(C)C)cc1)C(=O)C(c1ccccc1)c1ccccc1
  A: 99	B: 92	C: -1	D: 97	E: 105	F: 92	G: 107	H: -0.1
COC(=O)c1cc(OC)c(OC)cc1N1C(=O)CCCC1=O
  A: 112	B: 101	C: 0	D: 97	E: 107	F: 96	G: 109	H: 0.2
O=C(COC(=O)c1ccccc1SCC(=O)N1CCCC1)Nc1ccc(OC(F)F)cc1
  A: 97	B: 99	C: 2	D: 100	E: 98	F: 92	G: 95	H: -0.2
Cc1ccc(N2CN(Cc3cccnc3)CNC2=S)cc1
  A: 95	B: 105	C: 2	D: 92	E: 97	F: 103	G: 96	H: 0.4
CCC(=O)NCCNc1nc2cc(C)cc(C)c2cc1C#N
  A: 99	B: 64	C: 7	D: 124	E: 106	F: 99	G: 84	H: 0.0
Cc1[nH]c(C)c(S(=O)(=O)N(C)Cc2ccccc2)c1C(=O)N1CCCC1
  A: 92	B: 92	C: -2	D: 105	E: 96	F: 97	G: 96	H: 0.4
Cn1nccc1NC(=O)NC(=O)c1c(Cl)cccc1Cl
  A: 112	B: 108	C: 0	D: 97	E: 107	F: 107	G: 112	H: -0.1
O=C(CN1CCC(C(=O)c2cccc(F)c2)CC1)NCc1cccs1
  A: 87	B: 96	C: -2	D: 101	E: 91	F: 99	G: 93	H: -0.1
Oc1ccccc1C1=NN(c2ccccc2)C(c2ccc(F)cc2)C1 (stereo not drawn)
  A: 98	B: 106	C: ·	D: 106	E: 100	F: 108	G: 96	H: 0.0
O=C(CCCCCNC(=O)c1ccccc1)C[N+](=O)[O-]
  A: 106	B: 100	C: 2	D: 82	E: 100	F: 96	G: 104	H: -0.1
Cc1onc(-c2ccccc2)c1C(=O)Nc1cccc(S(=O)(=O)NC2=NCCC2)c1
  A: 98	B: 101	C: 2	D: 80	E: 102	F: 98	G: 104	H: 0.0

# Four structures from above, sorted by length of the SMILES, rising:
# Keys: A = LAP4-GFP MLPCN; B = MEP2 TOR yeast; C = AHR activator; D = CR mimetic SO; E = CIT2-GFP yeast; F = RPL19A TOR yeast; G = AGP1 TOR yeast; H = Efflux pump inh
Cc1ccc(N2CN(Cc3cccnc3)CNC2=S)cc1
  A: 95	B: 105	C: 2	D: 92	E: 97	F: 103	G: 96	H: 0.4
Cn1nccc1NC(=O)NC(=O)c1c(Cl)cccc1Cl
  A: 112	B: 108	C: 0	D: 97	E: 107	F: 107	G: 112	H: -0.1
O=C(CCCCCNC(=O)c1ccccc1)C[N+](=O)[O-]
  A: 106	B: 100	C: 2	D: 82	E: 100	F: 96	G: 104	H: -0.1
CCOc1ccccc1-c1nc2c([nH]1)c(=O)n(C)c(=O)n2C
  A: 105	B: 93	C: 43	D: 97	E: 92	F: 96	G: 90	H: 0.1

# More results:
# Keys: A = LAP4-GFP MLPCN; B = MEP2 TOR yeast; C = AHR activator; D = CR mimetic SO; E = CIT2-GFP yeast; F = RPL19A TOR yeast; G = AGP1 TOR yeast; H = Efflux pump inh
O=S(=O)(NC1CC1)c1ccccc1
  A: 86	B: 107	C: 0	D: 101	E: 115	F: 107	G: 106	H: -0.2
COc1ccc(OC)c(CCNC(=O)c2ccc(NC3=NC4CS(=O)(=O)CC4S3)cc2)c1 (stereo not drawn)
  A: 100	B: 98	C: 1	D: 110	E: 100	F: 99	G: 96	H: 0.0
CN(c1ccccc1)S(=O)(=O)c1cc(C(=O)OCC(N)=O)ccc1Cl
  A: 105	B: 98	C: -1	D: 104	E: 106	F: 100	G: 108	H: 0.0
O=C(Cc1cccs1)Nc1ccc(F)c(F)c1
  A: 92	B: 98	C: -2	D: 86	E: 98	F: 99	G: 97	H: 0.1
O=[N+]([O-])c1nn(-c2ccc3c(c2)OCCO3)n(O)c1=NCc1ccc(F)cc1Cl
  A: 104	B: 93	C: 4	D: 90	E: 93	F: 94	G: 106	H: -0.1
Cc1cc(-c2nc(C)c(C(=O)NNS(=O)(=O)c3ccccc3)s2)no1
  A: 100	B: 94	C: 0	D: 102	E: 96	F: 94	G: 105	H: -0.2
CCn1nccc1C(=O)Nc1ccc(Cl)c(Cl)c1
  A: 113	B: 105	C: 21	D: 79	E: 91	F: 100	G: 95	H: 0.0
O=C(CSc1nncs1)Nc1ccc(N2CCCCC2)cc1
  A: 100	B: 102	C: 2	D: 88	E: 99	F: 100	G: 102	H: -0.1
COc1ccc(-c2csc3ncnc(N4CCN(c5ccccc5OC)CC4)c23)cc1
  A: 97	B: 101	C: 5	D: 88	E: 88	F: 100	G: 87	H: 0.1

# Record cards, as listed above.
# Cc1cc(-c2nc(C)c(C(=O)NNS(=O)(=O)c3ccccc3)s2)no1 in the list: LAP4-GFP MLPCN: 100; MEP2 TOR yeast: 94; AHR activator: 0; CR mimetic SO: 102; CIT2-GFP yeast: 96; RPL19A TOR yeast: 94; AGP1 TOR yeast: 105; Efflux pump inh: -0.2
# COc1ccc(OC)c(CCNC(=O)c2ccc(NC3=NC4CS(=O)(=O)CC4S3)cc2)c1 (stereo not drawn) in the list: LAP4-GFP MLPCN: 100; MEP2 TOR yeast: 98; AHR activator: 1; CR mimetic SO: 110; CIT2-GFP yeast: 100; RPL19A TOR yeast: 99; AGP1 TOR yeast: 96; Efflux pump inh: 0.0
# COc1ccc(-c2csc3ncnc(N4CCN(c5ccccc5OC)CC4)c23)cc1 in the list: LAP4-GFP MLPCN: 97; MEP2 TOR yeast: 101; AHR activator: 5; CR mimetic SO: 88; CIT2-GFP yeast: 88; RPL19A TOR yeast: 100; AGP1 TOR yeast: 87; Efflux pump inh: 0.1
